CaV13 FRET inh – Primary screen for inhibitors of IQ motif and Ca2+-dependent inactivation inhibitor domain binding in CACNA1D, Förster resonance energy transfer in living cells, …; AID 743397; HEK cells, CFP/YFP FRET ICDI-IQ, plate reader, 10 min; percent FRET-ratio fall versus neutral wells; 340,000 tested, 0.098% active; inhibition, % at 12.3 µM;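 active = mean replicate inhibition of at least 30% and at least 1% of replicates passing that level; inconclusive = only one of the two criteria is met; inactive = neither criterion is met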;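 also: 0% = median of the neutral control wells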
ABCB6 inh 2 – inhibitors of human ABC transporter ABCB6 | AID 602162 | 360,000 tested, 0.19% active | fluorescence ratio to DMSO, % at 10 µM | Q9NP58 | K562-ABCB6 porphyrin accumulation, flow cytometry, 1 h; hits give low values;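 active = fluorescence ratio to DMSO below 75%, the collection mean minus 3 SD; inconclusive = too few cells collected in the well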;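 also: signal is porphyrin accumulated inside mitochondria; 100% equals median channel fluorescence of DMSO control wells; lower ratio means ABCB6 inhibition with less porphyrin fluorescence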
MC4R ag barr – agonists of human melanocortin 4 receptor (MC4R) beta-arrestin. P32245. 360,000 tested, 0.98% active. activation, % at 8.9 µM. U2OS MC4R beta-arrestin complementation, luminescence; percent of melanotan II response, DMSO zero;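 active = activation above a per-plate cutoff, the mean activation of sample wells on that plate plus 3 SD, cut at about 8% in these data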
Granule exo inh – lytic granule exocytosis inhibition | TALL-104 LAMP-1 surface exposure, flow cytometry; cells stimulated with thapsigargin and PMA | inhibition, % at 10 µM | 360,000 tested, 0.66% active;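 active = inhibition above about 55%, limit read from the data; inconclusive = no clear call, values can overlap the other calls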
N-glyco inh – N-linked glycosylation inhibition | D54 ERlucT glycosylation luciferase reporter, 24 h; percent of 100 nM tunicamycin response | reporter increase, % at 12.5 µM | 360,000 tested, 0.23% active;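 active = mean luciferase reporter signal, scaled so untreated is 0 and the glycosylation-blocking control 100, at or above a set limit in every replicate; inconclusive = mean reaches the limit but not every replicate does; inactive = mean below the limit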;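 also: luciferase carries N-glycosylation sites so blocking glycosylation raises the light; 0% = median of neutral control wells and 100% = median of 100 nM tunicamycin wells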
PDI inh – blocks human protein disulfide isomerase activity; P07237; PDI insulin aggregation turbidity, A650, 90 min; inhibition, % at 10 µM; 350,000 tested, 0.052% active;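 active = mean inhibition across replicates of 30% or more, whatever share of single replicates reach that level; inconclusive = mean inhibition below 30% while every single replicate reaches 30%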;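 also: absorbance from insulin aggregation driven by PDI reduction with DTT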
m5-HT2A agonist – mouse HTR2A agonism via beta-arrestin recruitment; activation, % at 7.6 µM; 360,000 tested, 0.66% active; CHO-K1 mHTR2A beta-arrestin complementation, luminescence; percent of 30 µM serotonin response; AID 624169; P35363;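 active = activation above a run cutoff, the mean activation of all tested compounds plus 3 SD, cut at about 14% in these data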;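 also: 0% = plate median of compound wells and 100% = 30 µM serotonin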
H9c2 protect – modulators protecting cardiomyocytes from myocardial damage. 360,000 tested, 0.63% active. protection from H2O2 cell death, % at 20 µM. H9c2 cardiomyocytes, H2O2 injury protection, ATPLite, 2 h;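 active = compounds giving at least 50% protection of heart cells from peroxide-induced death in the single-dose screen, raw or plate-pattern-corrected value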;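 also: 0% = DMSO wells with peroxide and 100% = DMSO wells without peroxide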
ABHD5 PLIN5 PPI – blocks binding of human ABHD5 to perilipin-5. Q00G26+Q8WTS1. Split G. princeps luciferase complementation, luminescence, 4 h. inhibition, % at 4 µM. 360,000 tested, 0.78% active. AID 602281;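 active = inhibition above the mean inhibition across every tested compound plus 3 SD, cut at about 22% in these data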;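 also: 0% = DMSO only wells and the 100% control is not disclosed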
Target sequence (Q00G26 whole entry, looked up): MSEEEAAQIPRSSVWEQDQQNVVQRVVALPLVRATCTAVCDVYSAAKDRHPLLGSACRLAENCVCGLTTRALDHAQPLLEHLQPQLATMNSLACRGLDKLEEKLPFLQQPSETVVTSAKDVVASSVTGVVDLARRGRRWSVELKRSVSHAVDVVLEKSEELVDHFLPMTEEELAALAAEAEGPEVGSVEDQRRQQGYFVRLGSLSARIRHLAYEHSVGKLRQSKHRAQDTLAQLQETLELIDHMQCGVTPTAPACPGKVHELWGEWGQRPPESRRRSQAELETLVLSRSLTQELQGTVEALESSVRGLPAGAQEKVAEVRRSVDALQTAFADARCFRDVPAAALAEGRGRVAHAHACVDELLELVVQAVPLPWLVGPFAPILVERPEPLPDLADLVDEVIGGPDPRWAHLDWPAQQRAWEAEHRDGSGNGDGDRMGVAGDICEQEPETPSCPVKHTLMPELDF
Target sequence (Q8WTS1 whole entry, looked up): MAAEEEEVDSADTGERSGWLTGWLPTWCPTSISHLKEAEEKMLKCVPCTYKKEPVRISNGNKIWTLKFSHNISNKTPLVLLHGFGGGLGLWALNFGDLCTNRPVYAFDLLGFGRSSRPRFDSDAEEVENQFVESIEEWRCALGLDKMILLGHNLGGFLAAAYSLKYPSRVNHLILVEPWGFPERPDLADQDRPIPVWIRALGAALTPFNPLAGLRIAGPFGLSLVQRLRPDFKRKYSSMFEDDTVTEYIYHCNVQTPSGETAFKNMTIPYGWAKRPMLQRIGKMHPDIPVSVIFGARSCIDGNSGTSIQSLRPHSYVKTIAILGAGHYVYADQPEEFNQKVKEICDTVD
MC4R antagonist – human MC4R antagonism in cAMP assay; inhibition, % at 6.5 µM; MC4R-expressing cells, MTII-stimulated cAMP, LANCE TR-FRET; AID 540295; 360,000 tested, 0.48% active; P32245;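 active = inhibition above its plate's cutoff, the mean of tested wells on that plate plus 3 SD, cut at about 29% in these data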;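 also: 0% = Melanotan II alone and 100% = Melanotan II plus saturating MCL0020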
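System: U2OS cells stably expressing human melanocortin 4 receptor (MC4R). Reagent: Melanotan II challenge after compound preincubation. Doses: 6.5 µM. Times: 30-min compound, 1-h challenge, 1-h detection, room temperature. Measured by: TR-FRET with Eu-cAMP and labeled anti-cAMP, 671 nm. Replicates: singlicate.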
The depositor's hits bear a star. Compounds as they come; overall some 4.2% were active at least once.

For CCOCCOCCC(C(=O)O)P(=O)(c1ccccc1)c1ccccc1 (configuration not stated) the results were ABCB6 inh 2 101, MC4R ag barr 1.2, Granule exo inh -1, N-glyco inh 2, PDI inh -2, m5-HT2A agonist 4, H9c2 protect -2, ABHD5 PLIN5 PPI 0 and MC4R antagonist 20.
`CN(C(=O)C1CCN(c2ncnc3c2nc2n3CCCCC2)CC1)C1CCCCC1` gave CaV13 FRET inh -2, ABCB6 inh 2 97, MC4R ag barr -1.6, Granule exo inh 0, N-glyco inh -2, PDI inh 1, m5-HT2A agonist 13, H9c2 protect -11, ABHD5 PLIN5 PPI 4 and MC4R antagonist 12.
`CCOc1cc(C)c(C(C)C)cc1S(=O)(=O)N1CCN(C)CC1` gave CaV13 FRET inh -6, ABCB6 inh 2 100, MC4R ag barr -2.1, Granule exo inh -2, N-glyco inh 0, PDI inh -10, m5-HT2A agonist -6, H9c2 protect 5, ABHD5 PLIN5 PPI 11 and MC4R antagonist 5.
COc1cccc(-c2cnc3c(NC(C)=O)cc(-c4ccc(S(C)(=O)=O)cc4)cn23)c1 was read as CaV13 FRET inh -3, ABCB6 inh 2 94, MC4R ag barr 11*, Granule exo inh -21, N-glyco inh -6, PDI inh -11, m5-HT2A agonist 0, H9c2 protect 36, ABHD5 PLIN5 PPI -2 and MC4R antagonist 11.
COc1ccc(C2CCCN2C(=S)Nc2cccc(C)c2)cc1OC (configuration not stated) was read as CaV13 FRET inh 8, ABCB6 inh 2 96, MC4R ag barr -1.2, Granule exo inh -8, N-glyco inh 0, PDI inh -17, m5-HT2A agonist 0, H9c2 protect -2, ABHD5 PLIN5 PPI 0 and MC4R antagonist 11.
CC(=O)N1CCSc2ccc(S(=O)(=O)NCc3ccccc3)cc21 was read as CaV13 FRET inh -14, ABCB6 inh 2 97, MC4R ag barr -0.2, Granule exo inh -1, N-glyco inh 2, PDI inh 4, m5-HT2A agonist 5, H9c2 protect -7, ABHD5 PLIN5 PPI -2 and MC4R antagonist 10.
Screening CN(CCC#N)S(=O)(=O)c1ccc2c(c1)c(=O)n(C)c(=O)n2C returned CaV13 FRET inh -4, ABCB6 inh 2 89, MC4R ag barr -2.0, Granule exo inh -1, N-glyco inh 1, PDI inh -10, m5-HT2A agonist 3, H9c2 protect -8, ABHD5 PLIN5 PPI 0 and MC4R antagonist 11.
`COc1ccc(C2C(C(=O)OCC(=O)NC(C)(C)C)CCC(=O)N2c2ccc(C)cc2)cc1OC` (configuration not stated) gave CaV13 FRET inh -7, ABCB6 inh 2 98, MC4R ag barr 0.7, Granule exo inh -3, N-glyco inh 1, PDI inh 2, m5-HT2A agonist 1, H9c2 protect 7, ABHD5 PLIN5 PPI 1 and MC4R antagonist 6.
For CCOC(=O)c1ccc(-c2ccc(C3Nc4ccccc4C(=O)N3O)o2)cc1 (configuration not stated) the results were ABCB6 inh 2 83, MC4R ag barr 2.4, Granule exo inh 2, N-glyco inh 0, PDI inh 1, m5-HT2A agonist -3, H9c2 protect 59*, ABHD5 PLIN5 PPI -2 and MC4R antagonist 7.
Screening O=C(C(c1ccccc1)c1ccccc1)N1CCC(c2nc(-c3ccccc3Cl)no2)CC1 returned CaV13 FRET inh -3, ABCB6 inh 2 96, MC4R ag barr -2.2, Granule exo inh -7, N-glyco inh -3, PDI inh 1, m5-HT2A agonist 9, H9c2 protect -17, ABHD5 PLIN5 PPI 3 and MC4R antagonist 2.
Screening COc1ccc(N(CC(=O)Nc2ccc3c(c2)OCO3)S(=O)(=O)c2ccc(F)cc2)cc1 returned CaV13 FRET inh -2, ABCB6 inh 2 102, MC4R ag barr -0.5, Granule exo inh -4, N-glyco inh 0, PDI inh 8, m5-HT2A agonist -5, H9c2 protect 0, ABHD5 PLIN5 PPI -2 and MC4R antagonist 2.
`O=C(CSc1nnnn1-c1cccnc1)Nc1ccc(OCc2ccccc2)cc1` gave ABCB6 inh 2 100, MC4R ag barr 1.1, Granule exo inh 0, N-glyco inh -4, PDI inh 2, m5-HT2A agonist -2, H9c2 protect -5, ABHD5 PLIN5 PPI 4 and MC4R antagonist 14.
CC(C)N(C(=O)[C@H]1C[C@H](CC(=O)NC(C)(C)C)C(=O)N2CCc3c([nH]c4cc(-c5ccco5)ccc34)[C@]12C)C(C)C was read as CaV13 FRET inh -10, ABCB6 inh 2 95, MC4R ag barr 0.5, Granule exo inh 8, N-glyco inh -2, PDI inh 20, m5-HT2A agonist 11, H9c2 protect 7, ABHD5 PLIN5 PPI 14 and MC4R antagonist 12.
`CCOc1ccc2oc(C(=O)O)c(C)c2c1` gave CaV13 FRET inh -5, ABCB6 inh 2 95, MC4R ag barr -1.8, Granule exo inh 4, N-glyco inh -1, PDI inh 2, m5-HT2A agonist -1, H9c2 protect -4, ABHD5 PLIN5 PPI -3 and MC4R antagonist 9.
For O=S(=O)(c1ccccc1)n1ccc2ccccc21 the results were CaV13 FRET inh -5, ABCB6 inh 2 97, MC4R ag barr -1.4, Granule exo inh 2, N-glyco inh -4, PDI inh -4, m5-HT2A agonist -1, H9c2 protect -11, ABHD5 PLIN5 PPI -5 and MC4R antagonist 8.
For Cc1cc(C(C)(C)C)cc(C)c1S(=O)(=O)N1CC(=O)Nc2ccccc21 the results were CaV13 FRET inh -1, ABCB6 inh 2 93, MC4R ag barr 8.7*, Granule exo inh -1, N-glyco inh -2, PDI inh -6, m5-HT2A agonist 13, H9c2 protect -3, ABHD5 PLIN5 PPI -5 and MC4R antagonist 7.
Screening S=C(NCCc1ccccn1)NC1CCCCC1 returned CaV13 FRET inh -6, ABCB6 inh 2 101, MC4R ag barr -1.0, Granule exo inh -4, N-glyco inh 1, PDI inh -6, m5-HT2A agonist 5, H9c2 protect 5, ABHD5 PLIN5 PPI -2 and MC4R antagonist 7.
`O=C(OC(C(=O)NCc1ccco1)c1ccc(Cl)cc1)c1cccs1` (configuration not stated) gave CaV13 FRET inh 1, ABCB6 inh 2 99, MC4R ag barr 0.9, Granule exo inh 9, N-glyco inh -1, PDI inh -5, m5-HT2A agonist -6, H9c2 protect 2, ABHD5 PLIN5 PPI -3 and MC4R antagonist 1.
c1ccc2c(c1)oc1c(Nc3ccc(CN4CCOCC4)cc3)ncnc12 was read as CaV13 FRET inh -5, ABCB6 inh 2 88, MC4R ag barr 1.3, Granule exo inh 0, N-glyco inh -10, PDI inh -6, m5-HT2A agonist 3, H9c2 protect 37, ABHD5 PLIN5 PPI 0 and MC4R antagonist -4.
Screening O=C(Nc1ccc(N2CCN(C(=O)c3cccs3)CC2)cc1)c1ccco1 returned CaV13 FRET inh -7, ABCB6 inh 2 168, MC4R ag barr -2.2, Granule exo inh -16, N-glyco inh -8, PDI inh -5, m5-HT2A agonist 6, H9c2 protect 1, ABHD5 PLIN5 PPI 11 and MC4R antagonist -3.
Screening Cc1noc(C)c1COc1ccc(C(=O)Nc2ncccc2O)cc1 returned CaV13 FRET inh -4, ABCB6 inh 2 100, MC4R ag barr -2.1, Granule exo inh -3, N-glyco inh 4, PDI inh -2, m5-HT2A agonist 4, H9c2 protect 9, ABHD5 PLIN5 PPI 9 and MC4R antagonist 7.
`O=C(CSc1nnc2ccc(-c3ccc(F)cc3)nn12)N1CCCC1` gave CaV13 FRET inh -4, ABCB6 inh 2 103, MC4R ag barr 3.4, Granule exo inh -5, N-glyco inh 0, PDI inh -1, m5-HT2A agonist 2, H9c2 protect -5, ABHD5 PLIN5 PPI -1 and MC4R antagonist 33*.
Screening CS(=O)(=O)N1CCN(CC2CC3C=CC2C3)CC1 (configuration not stated) returned CaV13 FRET inh -6, ABCB6 inh 2 99, MC4R ag barr 1.0, Granule exo inh -1, N-glyco inh 1, PDI inh 3, m5-HT2A agonist 6, H9c2 protect 0, ABHD5 PLIN5 PPI -4 and MC4R antagonist -2.
Clc1cccc(CN2CCN(c3nc4nonc4nc3NC3CC3)CC2)c1 was read as CaV13 FRET inh 16, ABCB6 inh 2 95, MC4R ag barr 1.3, Granule exo inh -11, N-glyco inh 2, PDI inh 15, m5-HT2A agonist 1, H9c2 protect -4, ABHD5 PLIN5 PPI 3 and MC4R antagonist 10.
For C#CCOCCOCCOCCNc1nc(N2CCN(C(=O)[C@H]([C@@H](C)CC)n3cc([C@@H](N)Cc4ccc(O)cc4)nn3)CC2)nc(N2CCN(C(=O)[C@H](Cc3ccc(O)cc3)n3cc([C@@H](N)CC(C)C)nn3)CC2)n1 the results were CaV13 FRET inh -10, ABCB6 inh 2 99, MC4R ag barr -0.9, Granule exo inh 8, N-glyco inh 3, PDI inh inconclusive, m5-HT2A agonist -8, H9c2 protect -1, ABHD5 PLIN5 PPI 18 and MC4R antagonist 8.
For O=C(NNC(=S)NCc1ccccc1)c1ccc(Br)o1 the results were CaV13 FRET inh -3, ABCB6 inh 2 99, MC4R ag barr -1.2, Granule exo inh 5, N-glyco inh 1, PDI inh 0, m5-HT2A agonist -14, H9c2 protect -12, ABHD5 PLIN5 PPI -10 and MC4R antagonist 7.
NNC(=O)c1ccc(-c2cccc([N+](=O)[O-])c2)o1 was read as CaV13 FRET inh -7, ABCB6 inh 2 100, MC4R ag barr -1.5, Granule exo inh 0, N-glyco inh 0, PDI inh -4, m5-HT2A agonist 1, H9c2 protect 28, ABHD5 PLIN5 PPI 4 and MC4R antagonist 0.
COc1ccc(C(=O)N/N=C(\C)CC(=O)N2CCN(C=O)CC2)cc1 was read as CaV13 FRET inh -4, ABCB6 inh 2 101, MC4R ag barr 1.4, Granule exo inh 1, N-glyco inh 0, PDI inh 1, m5-HT2A agonist -1, H9c2 protect -1, ABHD5 PLIN5 PPI 1 and MC4R antagonist -1.
For CC(=O)Nc1ccccc1NC(=O)C/C(C)=N/NC(=O)C1CCCCC1 the results were CaV13 FRET inh -4, ABCB6 inh 2 97, MC4R ag barr 0.8, Granule exo inh -6, N-glyco inh 1, PDI inh 12, m5-HT2A agonist -4, H9c2 protect 2, ABHD5 PLIN5 PPI 4 and MC4R antagonist 4.
CC(C)(C)OC(=O)N/N=C/c1cc(N=Nc2ccccc2)ccc1O was read as CaV13 FRET inh -9, ABCB6 inh 2 92, MC4R ag barr 4.3, Granule exo inh -2, N-glyco inh 3, PDI inh -4, m5-HT2A agonist -3, H9c2 protect -1, ABHD5 PLIN5 PPI -3 and MC4R antagonist -5.
For CC(C)Oc1ccc(-c2nc(NCC3CCCO3)c3ccccc3n2)cc1 (configuration not stated) the results were CaV13 FRET inh -19, ABCB6 inh 2 104, MC4R ag barr 0.1, Granule exo inh 42, N-glyco inh -1, PDI inh -1, m5-HT2A agonist -1, H9c2 protect -11, ABHD5 PLIN5 PPI -4 and MC4R antagonist 4.
